Compound activity as filed in PubChem BioAssay.
KCNQ1 act – potentiators or activators of human KCNQ1 potassium channel. CHO-K1 KCNQ1, thallium flux FluxOR fluorescence; hits give high values. B-score at 10 µM. hit rate 0.35% among 310,000;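 active means fluorescence ratio B-score, a plate-corrected score, at least three library SD, with initial intensity B-score within 5 SD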
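Assay system: CHO-K1 cells stably expressing KCNQ1; Medium: assay buffer with matched DMSO; Also added: K+/Tl+ depolarizing stimulus; Dosing: single dose; Timing: dye 90 min, compound 20 min, room temperature; Measured by: kinetic FluxOR thallium fluorescence, 10-s 1-Hz baseline, 110-s post-stimulus read; Read-out: peak-minus-minimum fluorescence over initial fluorescence, negative-control normalized, B-scored.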
KCNQ1 block – blocks the human KCNQ1 potassium channel. P51787. CHO-K1 KCNQ1, FluxOR thallium flux fluorescence; hits give high values. B-score at 10 µM. hit rate 1.3% among 310,000. AID 2642;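 active means compounds whose thallium flux B-score, printed positive for inhibition, exceeds three library SD while starting fluorescence stays within three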;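 further: channel opened by potassium depolarization with thallium stimulus after 20 min compound exposure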
PolyA inhibitor – blocks polyadenylation in yeast reporter cells; AID 1875; hit rate 0.02% among 300,000; S. cerevisiae SKY197-pL101 polyadenylation reporter, beta-gal luminescence; efflux-impaired pdr1/pdr3 knockout yeast; score 100 = 6 SD above DMSO; calls only at 12 µM;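 active means lowest replicate activity score at least 50, where 100 means six control SD above control mean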;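 further: yeast exposed to compound for 9 h at 30 °C; higher score means more reporter readthrough which indicates perturbed polyadenylation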
hERG rescue – hERG (human) protection from proarrhythmic block | Q12809 | CHO-hERG, FluxOR thallium flux, dofetilide IC70 present | activation (rescue from dofetilide block), less the hit threshold, % at 10 µM | hit rate 0.51% among 310,000;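 active means activation above the mean of controls blocked by dofetilide plus 5 SD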;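 further: thallium influx through hERG after potassium depolarization seen as dye fluorescence rise; in these data hits start at about 4.7%; inactives centre near -7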
RGS4 block – inhibitors of human RGS4. P49798. HEK293 M3R/RGS4 inducible, Fluo-4 calcium flux; hits give high values; triggered by carbachol at its EC20. B-score at 10 µM. hit rate 0.45% among 310,000;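 active means B-score, a plate-corrected calcium signal, over three deviations above library mean, with baseline fluorescence within five deviations of library mean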;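 further: RGS4 expression induced by doxycycline in cells with stable M3 receptor; B-score is computed from the integrated fluorescence ratio over baseline after carbachol; higher B-score means a larger calcium signal and so more RGS4 inhibition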
Target sequence (P49798 whole entry, looked up): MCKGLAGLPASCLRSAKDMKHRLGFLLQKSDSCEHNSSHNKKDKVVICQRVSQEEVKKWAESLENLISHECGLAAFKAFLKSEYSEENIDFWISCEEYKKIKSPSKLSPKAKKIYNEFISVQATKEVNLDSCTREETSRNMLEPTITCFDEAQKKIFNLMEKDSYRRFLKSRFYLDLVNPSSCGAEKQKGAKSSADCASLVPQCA
KCNK9 inh – blocks the human KCNK9 two-pore domain potassium channel. Q9NPC2. B-score at 10 µM. AID 488922. hit rate 1.2% among 310,000. HEK293 KCNK9, FluxOR thallium flux fluorescence; hits give low values;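 active means ratio B-score over 3 SD below the library mean, with starting fluorescence within 5 SD of its mean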;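 further: negative B-score means less thallium flux so channel inhibition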
Target sequence (Q9NPC2 whole entry, looked up, the tested form may be a part): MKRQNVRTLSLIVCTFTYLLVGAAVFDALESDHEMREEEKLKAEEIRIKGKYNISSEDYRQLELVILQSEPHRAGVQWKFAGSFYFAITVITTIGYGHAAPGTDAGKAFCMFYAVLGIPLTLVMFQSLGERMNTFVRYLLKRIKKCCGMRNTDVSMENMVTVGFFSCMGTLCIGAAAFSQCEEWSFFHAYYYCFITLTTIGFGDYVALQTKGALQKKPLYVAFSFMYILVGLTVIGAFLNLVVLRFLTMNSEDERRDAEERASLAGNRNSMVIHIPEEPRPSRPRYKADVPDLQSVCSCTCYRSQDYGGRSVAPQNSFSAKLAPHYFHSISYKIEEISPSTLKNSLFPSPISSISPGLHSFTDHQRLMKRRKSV
KCNK3 inh – human KCNK3 channel inhibition, primary screen. O14649. CHO-KCNK3 thallium flux, FluxOR fluorescence; hits give low values. B-score at 10 µM. hit rate 0.84% among 340,000;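 active means B-score under library mean minus 4 SD, starting fluorescence ratio at most library mean plus 5 SD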;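 further: more negative B-score means stronger inhibition of thallium flux through KCNK3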
Target sequence (O14649 whole entry, looked up): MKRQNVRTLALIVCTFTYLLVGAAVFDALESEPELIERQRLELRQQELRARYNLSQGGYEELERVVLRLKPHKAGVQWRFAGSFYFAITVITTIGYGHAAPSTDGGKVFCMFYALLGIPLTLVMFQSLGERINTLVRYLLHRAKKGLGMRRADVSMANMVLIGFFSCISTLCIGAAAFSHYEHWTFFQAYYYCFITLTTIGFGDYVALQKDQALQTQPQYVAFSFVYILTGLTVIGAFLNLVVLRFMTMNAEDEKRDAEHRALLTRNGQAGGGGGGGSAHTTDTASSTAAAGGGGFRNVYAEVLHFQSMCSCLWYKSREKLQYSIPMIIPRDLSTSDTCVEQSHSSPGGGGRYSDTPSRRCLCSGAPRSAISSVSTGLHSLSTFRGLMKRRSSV
RGS4 act – RGS4 potentiation or activation | hit rate 0.92% among 310,000 | B-score at 10 µM | HEK293 M3R/inducible RGS4, carbachol calcium flux Fluo4; hits give low values;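 active means B-score of the integrated calcium signal more than 4 SD below the library mean, with starting fluorescence not abnormally high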;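 further: negative B-score means reduced calcium response which marks RGS4 activation or potentiation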
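Also added: carbachol at ECmax as muscarinic agonist stimulus; Assay system: HEK293 cells with stable M3R and inducible RGS4; Timing: overnight RGS4 induction, 30 min dye load 37 °C, 20 min compound RT; Measured by: Fluo4-AM (2 µM) calcium-flux fluorescence, kinetic read.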
GSK3B inh – human GSK3beta kinase inhibition; P49841; GST-GSK3beta kinase, ADP-Glo luminescence, 60 min; hits give low values; activity score (negative = inhibition), % at 10 µM; AID 2097; hit rate 0.038% among 300,000;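 active means more than half of replicate wells score below -50%, meaning over 50% inhibition versus plate controls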;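 further: 0% = median DMSO wells and -100% = median GW8510 positive control wells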
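Assay system: GST-fused GSK3beta enzyme, cell-free / Medium: Tris pH 7.5 buffer with MgCl2, DTT, BSA, heparin / Also added: peptide substrate plus 25 µM ATP (final) / Compound: 10 µM single point / Timing: kinase reaction with compound 60 min at room temperature / Detection: ADP-Glo luminescence / Benchmarks: DMSO neutral wells and GW8510 at 20 µM as positive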
GSK3A inh – blocks human GSK-3 alpha kinase; P49840; ADP-Glo luminescence, 60 min; inhibition, % at 10 µM; hit rate 0.1% among 320,000;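 in the data active means inhibition above about 50%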;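 further: GST-tagged GSK-3 alpha with peptide substrate and 25 µM ATP; 0% = DMSO neutral wells and 100% = GW8510 positive control wells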
Dyrk1A ADPGlo – blocks rat Dyrk1A kinase activity. inhibition, % at 12.5 µM. hit rate 0.43% among 310,000. ADP-Glo luminescence, NFATc1 peptide. Q63470; in the data active means inhibition above about 50%;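 further: plate controls were vehicle with enzyme for no effect and no enzyme for full effect; many of its hits are not listed in these tables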
* = called active by the depositor; i = inactive; x = not tested or not shown.

SMILES	KCNQ1 act	KCNQ1 block	PolyA inhibitor	hERG rescue	RGS4 block	KCNK9 inh	KCNK3 inh	RGS4 act	GSK3B inh	GSK3A inh	Dyrk1A ADPGlo
CCOC(=O)N1CCN(c2ncnc3nc[nH]c23)CC1	i	i	i	-4.2	i	i	i	i	-5.4	19.7	12.1
CC(=O)CSc1ccc(C(=O)O)cn1	i	i	i	-3.0	i	i	i	i	2.6	-1.8	-9.7
O=C(NC1CC2CCC(C1)N2Cc1ccco1)c1ccccc1 (stereo not drawn)	i	i	i	-5.5	i	i	i	i	-0.9	-0.9	-4.1
CCSc1nnc([C@@H](NC(=O)OC(C)(C)C)C(C)C)o1	i	i	i	-6.9	i	i	i	i	5.5	-1.3	-5.5
Cc1cc(OC(C)C)nc(NCc2ccccc2)n1	i	i	i	-4.4	i	i	i	i	-0.8	-0.3	-5.4
COC(=O)c1ccccc1NC(=S)NC(=O)c1ccc2c(c1)OCO2	i	i	i	-8.5	i	i	i	i	2.5	0.3	1.1
CSc1cccc(CN2CCN(CCC(C)C)C(CCO)C2)c1 (stereo not drawn)	i	i	x	-10.4	i	i	i	i	-0.9	0.1	-1.6
CC(C)[C@H](NC(=O)OCc1ccccc1)C(=O)OCC(=O)NC1CCCCC1	i	i	i	-5.7	i	i	i	i	1.0	-2.0	2.2
COc1cc(/C=N/n2c(-c3n[nH]c4c3CCC4)n[nH]c2=S)ccc1O	i	i	i	-3.5	i	i	i	i	-0.1	15.9	-5.1
Cc1cc(CNCc2cn(C)nc2-c2ccc(Oc3ccccc3)cc2)on1	i	i	i	-10.5	i	i	i	i	3.1	-5.3	-4.2
CC(C)CCNC(=O)c1onc(CSc2ccc(F)cc2)c1C(=O)NCCC(C)C	i	7*	i	-2.5	i	i	i	i	0.0	-2.6	16.8
CCOc1ccc(Oc2ccccc2NC(=O)CCNC(C)=O)cc1	i	i	i	4.1	i	i	i	i	0.6	-2.2	x
CS(=O)(=O)N(CC(=O)N1CCN(Cc2ccccc2)CC1)C1CCCCC1	i	i	i	-11.2	i	i	i	i	3.4	0.6	-1.4
Cc1cccc(NC(=O)CS(=O)(=O)c2cn(C)c3ccccc23)c1	i	i	i	-15.3	i	i	i	i	1.0	0.2	1.1
CC1=NOC(=O)/C1=C/c1ccc(O)cc1	i	i	i	-8.7	5.85*	i	i	i	1.5	-2.5	-1.4

Whole records, quoted from the list. Order of values: KCNQ1 act | KCNQ1 block | PolyA inhibitor | hERG rescue | RGS4 block | KCNK9 inh | KCNK3 inh | RGS4 act | GSK3B inh | GSK3A inh | Dyrk1A ADPGlo
Record of `CCOc1ccc(Oc2ccccc2NC(=O)CCNC(C)=O)cc1` = i | i | i | 4.1 | i | i | i | i | 0.6 | -2.2 | x
Record of `COc1cc(/C=N/n2c(-c3n[nH]c4c3CCC4)n[nH]c2=S)ccc1O` = i | i | i | -3.5 | i | i | i | i | -0.1 | 15.9 | -5.1

Next records
SMILES	KCNQ1 act	KCNQ1 block	PolyA inhibitor	hERG rescue	RGS4 block	KCNK9 inh	KCNK3 inh	RGS4 act	GSK3B inh	GSK3A inh	Dyrk1A ADPGlo
CN(C)C(=O)c1ccc2c3c(cccc13)CC2	i	i	i	-9.4	i	i	i	i	3.9	x	-2.1
COC(=O)[C@@H]1CC[C@H](C)[C@@H](c2ccc(C)cc2)N1C(=O)c1ccc(/C=N/OC[C@@H](O)[C@H]2O[C@@H]3OC(C)(C)O[C@@H]3[C@H]2O)cc1	i	i	i	-10.6	i	i	x	i	2.4	x	x
COC(=O)CN(c1ccccc1F)S(=O)(=O)c1ccc(C)cc1	i	i	i	-3.8	i	i	i	i	0.8	2.3	-6.2
Cn1c(C(=O)NCCCN2CCN(c3cccc(Cl)c3)CC2)cc2c(=O)n(C)c3ccccc3c21	i	i	i	-15.1	i	i	i	i	-3.5	x	14.1
COc1ccc(/C(C)=N\O)cc1OC	i	i	i	-1.5	i	i	i	i	1.2	-2.1	-5.2
CC(C)c1ccc(NC(=O)CN2C(=O)NC3(CCCC3)C2=O)cc1	i	i	i	-5.8	i	i	i	i	-0.7	-1.1	-1.2
CCc1ccc(C2C(C#N)=C(N)SC(N)=C2C#N)s1	i	i	i	-16.4	i	i	i	i	-9.1	17.7	31.6
COC(=O)c1cc(OC)cc(O)c1C(=O)c1c(O)cc(C)cc1O	i	i	i	-5.4	i	i	i	i	-0.1	-1.9	27.4
O=C(COC(=O)Cc1ccc(Cl)cc1Cl)Nc1ccc(OC(F)F)cc1	i	i	x	-10.6	i	i	i	i	0.7	-1.7	0.7
COc1ccc(NC(=O)CN2CCc3ccccc3C2)cc1S(=O)(=O)N1CCOCC1	i	i	i	-6.6	i	i	i	i	-1.5	-0.4	-6.0
COc1ccccc1NC(=O)C1=C(C)Nc2ncnn2C1c1cccs1 (stereo not drawn)	i	i	i	-9.5	i	i	i	i	-6.7	6.5	-8.5
COc1ccc(C(=O)NCCCc2nc3ccccc3n2Cc2ccccc2C)cc1OC	i	i	i	-16.3	i	i	i	i	0.5	-0.4	-0.8
Cc1ccnc(NC(=O)Cc2c(F)cccc2Cl)c1	i	i	i	-5.8	i	i	i	i	-2.0	25.8	4.8
Cc1cc(C)n(C(C)CC(=O)Nc2ccc(-c3ccno3)cc2)n1 (stereo not drawn)	i	i	i	-9.9	i	i	i	i	2.3	-0.4	1.8
CC(C)C(=O)N(Cc1ccc(F)cc1)Cc1nc2ccccc2c(=O)[nH]1	i	i	i	-10.8	i	i	i	i	-1.4	-0.5	5.3
COCCNC(=S)Nc1cc(S(=O)(=O)N2CCOCC2)ccc1N1CCCCC1	i	i	i	-8.6	i	i	i	i	1.0	0.9	x
CC1CN(S(=O)(=O)c2ccc(C(=O)NN3CCN(C)CC3)cc2)CC(C)O1 (stereo not drawn)	i	i	i	-3.3	i	i	i	i	0.2	-1.5	-1.8
CC/C(C)=N/Nc1nc2sc3c(c2c(=O)[nH]1)CC(C)(C)OC3	i	i	i	-4.5	i	i	i	i	1.7	-1.0	33.1
Fc1ccccc1-c1n[nH]c(=S)n1CC1CCCO1 (stereo not drawn)	i	i	i	-3.3	i	i	i	i	-0.2	1.6	-2.2
Fc1ccc(N2CCN(c3ncnc4nc[nH]c34)CC2)cc1	i	i	i	-10.0	i	i	i	i	0.3	2.9	4.7
C=CCN(C(=O)c1csnn1)C(C(=O)NC1CCCC1)c1c(F)cccc1Cl (stereo not drawn)	i	i	i	-6.5	i	i	i	i	-1.5	1.3	0.8
CC(NC(=O)Nc1ccc(F)cc1F)c1ccncc1 (stereo not drawn)	i	i	i	-7.8	i	i	i	i	-1.7	-1.1	-0.3
Cc1nnc(NC(=O)CSC2=NN3CCCC(=O)N=C3S2)s1	i	i	i	-8.3	i	i	i	i	2.5	-1.2	-3.0
CCOC(=O)C1CCCN(C(=O)CN2C(=O)/C(=C/c3ccc(OC)cc3)Oc3ccccc32)C1 (stereo not drawn)	i	i	i	-11.2	i	i	i	i	-1.8	-0.2	-2.2
[O-]/[N+](=C/c1ccc(F)cc1)c1ccccc1	i	i	x	-10.7	i	i	i	i	0.3	-2.9	3.7
CCOC(=O)C1CCN(c2ncnc3nc[nH]c23)CC1	i	i	i	-10.7	i	i	i	i	1.8	12.5	22.3
COCC(=O)N1CCC(Oc2ccc(C(=O)NC3Cc4ccccc4C3)cc2)CC1	i	i	i	-5.2	i	i	i	i	1.0	1.3	-1.0
Brc1ccc2c(c1)[C@H]1OCC[C@H]1[C@@H](c1cccs1)N2	i	i	i	-9.2	i	i	i	i	1.1	2.2	x
CCOc1ccc(NS(=O)(=O)c2ccc(C)c(C(N)=O)c2)cc1	i	i	i	-12.7	i	i	i	i	5.2	-2.3	-0.9
NC(Cc1ccc(O)cc1)c1cn([C@@H](CCC(=O)O)C(=O)N2CCNCC2)nn1 (stereo partly drawn)	i	i	i	-6.4	i	i	i	i	0.1	-2.2	7.1
Cc1ccc(OCc2n[nH]c(=S)n2C2CCCCC2)cc1	i	i	i	-3.2	i	i	i	i	2.1	-2.3	-2.6
c1ccc(-c2noc(CN3CCOCC3)n2)cc1	i	i	i	-6.7	i	i	i	i	-4.0	-5.8	7.2
Cc1ccccc1C(=O)NC1CCN(CC(=O)Nc2c(C)cccc2C)CC1	i	i	i	-11.2	i	i	i	i	1.6	-3.5	8.0
CCN(C(=O)CSC1=Nc2ccccc2C2CC=NN12)C1CCS(=O)(=O)C1 (stereo not drawn)	i	i	i	-17.8	i	i	i	i	-0.8	1.5	13.6
COc1ccccc1N1CCN(c2ccc([N+](=O)[O-])cc2Cl)CC1	i	i	i	-10.6	i	i	i	i	-8.1	-2.8	-3.0
O=C(Nc1ccc2c(c1)OCO2)Nc1cnccn1	i	i	i	-9.1	i	i	i	i	0.0	-0.6	5.9
CCCCC(=O)Nc1ncc(Br)s1	i	i	i	-9.8	i	i	i	i	-19.2	25.2	2.8
CCOc1ccc(C(=O)CCC(=O)NC(CC(C)C)C(=O)OC)cc1 (stereo not drawn)	i	i	i	-10.4	i	i	i	i	1.1	-1.8	x
CCC(CC)C(=O)Nc1ccc(-c2cn3cccnc3n2)cc1	i	i	i	-1.5	i	i	i	i	-2.3	-2.3	-1.8
O=C(CCc1nc2ccccc2n1-c1ccccc1)NCCO	i	i	i	-0.6	i	i	i	i	-2.0	-0.5	4.8
CS(=O)(=O)NCCNc1ncc(C(F)(F)F)cc1Cl	i	i	i	-4.4	i	i	i	i	0.0	1.0	-1.6
Cc1[nH]nc2c1C(c1ccc(F)cc1)C(C#N)=C(N)O2 (stereo not drawn)	i	i	i	-9.6	i	i	i	i	-2.8	-0.4	8.8
COc1ccc(S(=O)(=O)N(C)c2ccc(C(=O)NCC3CCCO3)cc2)cc1 (stereo not drawn)	i	i	i	-4.4	i	i	i	i	2.8	-1.2	0.4
CCOC(=O)c1c(NC(=O)CN2C(=O)NC3(CCC(C)CC3)C2=O)sc(C)c1CC (stereo not drawn)	i	i	i	-13.6	i	i	i	i	2.3	-1.6	10.2

This is a subset; count on the stated rates, not on these rows.
